BL2 CD40 inh: CD40 pathway inhibition in BL2 cells. BL2 NF-kB luciferase reporter, CD40L-induced, 4 h. inhibition, % at 10 µM. 0.94% of 83,000 active. AID 1053188;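 active = mean inhibition of at least 50% with a set share of replicates also reaching that level; inconclusive = no clear call, values can overlap the other calls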;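 note: 0% = neutral control wells and 100% = IKK inhibitor VII at 50 µM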
Numbers without * were called inactive; ? = inconclusive; [ ] = remark or other dose.

structure | BL2 CD40 inh
O=C(Cn1cnc2ccccc2c1=O)Nc1ccc(S(=O)(=O)N2CCOCC2)cc1 | 9
O=C(Nc1cc(F)ccc1F)N1CC(=O)N2[C@@H](CO)[C@H](c3ccc(C#CC4CCCC4)cc3)[C@@H]2C1 | 4
O=C(NCC1CC1)[C@@H]1[C@@H](CO)[C@@H]2Cn3c(ccc(-c4cccnc4)c3=O)[C@H]1N2C(=O)C1CCC1 | -2
CC(=O)c1ccc(N2CCN(C(=O)c3ccc(Cl)c(S(=O)(=O)NC4CC4)c3)CC2)c(F)c1 | 0
COc1ccc(NC(=O)N(C)C[C@@H]2OCCCC[C@H](C)Oc3ccc(NC(=O)Nc4ccccc4)cc3C(=O)N([C@@H](C)CO)C[C@@H]2C)cc1 | -4
NC(=O)c1ccc(NC(=S)NCc2ccco2)cc1 | -7
Cc1ccsc1C(=O)OCC(=O)c1cc2ccccc2o1 | -95
O=C(NC1CCN(C(=O)NCc2ccccc2)CC1)c1ccccc1 | 6
Cc1ccc(S(=O)(=O)N(C)CC(=O)OCC(=O)N2CCCC2=O)cc1 | -3
C[C@@H](NC(=O)C[C@H]1C=C[C@H](NC(=O)c2cccnc2)[C@@H](CO)O1)c1ccccc1 | 0[25 µM]
CCOC(=O)N1CCN(C(=O)CN(C)S(=O)(=O)c2ccc3c(c2)c(=O)n(C)c(=O)n3C)CC1 | 11
CC(NC(=O)c1cccnc1)C(=O)O (configuration not stated) | -3
N#C[C@H]1[C@@H](c2ccc(C#CC3CCCC3)cc2)[C@H](CO)N1C(=O)Nc1ccc(F)cc1 | 12
CCn1c(CN2CCN(C(=O)c3ccco3)CC2)nc2c1c(=O)n(C)c(=O)n2C | 1
COc1ccc(N2C(=O)CSC23C(=O)N2c4c(cccc43)C(C)=CC2(C)C)cc1 (configuration not stated) | 19
CCN(CCCCCN(C)C)Cc1cc2ccccc2o1 | 4
CC1(CCc2ccccc2)NC(=O)N(CC(=O)N2CCc3ccccc32)C1=O (configuration not stated) | 5
N#Cc1cccc(-c2ccc([C@@H]3[C@@H](CO)N4CCCCN(S(=O)(=O)c5ccccc5)C[C@@H]34)cc2)c1 | 12[25 µM]
CCOCC(O)CSCc1ccc(Cl)cc1 (configuration not stated) | 9
O=C(CCCc1nc2ccccc2s1)N1CCN(c2ccccc2)CC1 | -1
COc1ccc(C(CNC(=O)C2CC(=O)N(Cc3ccccc3)C2)N2CCCC2)cc1 (configuration not stated) | -11
C[C@H](C(=O)N(C)C[C@@H]1OCc2ccccc2-c2c(n(C)c3ccccc23)C(=O)N([C@@H](C)CO)C[C@@H]1C)c1ccccc1 | 6
CCOCC(=O)Nc1nnc(COC)s1 | 6
OCCNCc1cccc(OCc2ccccc2Cl)c1 | -1
CC1(C)CC(C#N)(N2CCOCC2)CCO1 (configuration not stated) | 0
Cc1cccc(Cn2nc(C)cc2NC(=O)Cn2cc([N+](=O)[O-])cn2)c1 | 8
N#Cc1cccc(-c2ccc([C@@H]3[C@H](CO)N4CCCCN(C(=O)Nc5cccc(F)c5)C[C@@H]34)cc2)c1 | 92*[25 µM]
O=C(CC(=O)c1ccccc1)Nc1cccnc1 | 4
CCN(CC(=O)NCc1cccs1)C(=O)c1cccc(S(=O)(=O)NC)c1 | -6
CC1C=NC(S(=O)(=O)N2CC[C@H]3[C@@H](CO)N(C)c4ccc(C5=CCCCC5)cc4[C@H]32)=N1 (some centres not stated) | -37[25 µM]
C[C@@H](O)C#Cc1ccc([C@H]2[C@@H](CO)N3CCCCN(C(=O)c4ccncc4)C[C@H]23)cc1 | -13[25 µM]
COc1ccc(NC(=O)N(C)C[C@@H]2Oc3ccc(NS(=O)(=O)c4ccc(F)cc4)cc3C(=O)N([C@@H](C)CO)C[C@H]2C)cc1 | -2
C[C@@H]1CN([C@@H](C)CO)C(=O)c2cccc(NS(C)(=O)=O)c2O[C@@H]1CN(C)Cc1ccc(-c2ccccc2)cc1 | -8[25 µM]
COc1ccc2c3c(n(C)c2c1)[C@@H](CO)N(Cc1nccs1)CC31CCN(C(=O)CN(C)C)CC1 | 1[25 µM]
COC(=O)C(CCSC)NC(=O)C12CC3CC(CC(C3)C1)C2 (configuration not stated) | 3
O=C(C[C@@H]1CC[C@@H](NC(=O)c2ccc(F)cc2)[C@H](CO)O1)NCCc1ccccc1 | -2[25 µM]
COc1cc(CNC(=O)C2CC2)ccc1OCc1ccccc1 | -58
O=C(CN1C(=O)NC2(CCCc3ccccc32)C1=O)NCc1ccco1 (configuration not stated) | 2
COc1ccc2c3c(n(C)c2c1)[C@H](CO)N(C)CC31CN(S(=O)(=O)c2cccs2)C1 | 1[25 µM]
O=C(C[C@H]1C[C@H]2c3cc(NC(=O)C4CCC4)ccc3O[C@H]2[C@@H](CO)O1)NCc1ccccn1 | -15[25 µM]
O=C(Nc1ccc(F)cc1)N1C[C@@H]2[C@H](c3ccccc31)[C@H](CO)N2C(=O)c1ccncc1 | -22[25 µM]
COc1ccc(S(=O)(=O)N2CCOCC2)cc1NC(=O)CSc1nnc(NC2CC2)s1 | 11
COc1ccccc1-c1ccc([C@H]2[C@@H](CO)N3CCCCN(Cc4ccncc4)C[C@H]23)cc1 | -17[25 µM]
CC1(NC(=O)Cc2c(Cl)cccc2Cl)CCS(=O)(=O)C1 (configuration not stated) | 4
COc1ccc(CN2C(=O)c3cccnc3C2=O)cc1S(=O)(=O)N1CCCCC1 | 9
O=C(Nc1nc(-c2cc(F)ccc2F)cs1)c1cccc(N2C(=O)CCC2=O)c1 | 12
COC(=O)C(=Cc1ccncc1)c1cccc2ccccc12 | 7
O=C1c2ccccc2C2(c3ccccc3)NCCN12 (configuration not stated) | 2
c1cncc(Nc2nc(-c3ccncc3)cs2)c1 | -13
Cc1ccc(NC(=O)c2cccc(NC3=NC4CS(=O)(=O)CC4S3)c2)cc1 (configuration not stated) | -9

Arranged by value in BL2 CD40 inh (smallest number first): 4 from the list above
structure | BL2 CD40 inh
COc1cc(CNC(=O)C2CC2)ccc1OCc1ccccc1 | -58
COc1ccc(NC(=O)N(C)C[C@@H]2Oc3ccc(NS(=O)(=O)c4ccc(F)cc4)cc3C(=O)N([C@@H](C)CO)C[C@H]2C)cc1 | -2
O=C1c2ccccc2C2(c3ccccc3)NCCN12 (configuration not stated) | 2
O=C(CC(=O)c1ccccc1)Nc1cccnc1 | 4

Going on with the list.
structure | BL2 CD40 inh
CCOC(=O)N1CCN(C(=O)COc2ccc3oc4c(c3c2)CCCC4)CC1 | 13
COc1ccccc1NS(=O)(=O)c1cccc(NC(=O)c2cncc(Br)c2)c1 | 16
O=C(NCCN1CCCCC1)[C@H]1N[C@H]2c3ccc(-c4cccnc4)c(=O)n3C[C@H]2[C@@H]1CO | -3[25 µM]
O=C(Nc1nc(-c2cccnc2)cs1)c1ccccc1F | -21
COc1cccc(NC(=O)N2[C@@H](CO)[C@H](c3ccccc3)[C@@H]2CNCC(C)C)c1 | 2[25 µM]
O=C(c1ccco1)N1CCCC(N2CCN(c3ccccc3F)CC2)C1 (configuration not stated) | 3
O=C(COC(=O)/C=C/c1ccc(C(F)(F)F)cc1)NC(=O)NCc1ccco1 | 5
c1c2c(cc3sc(N4CCCCC4)nc13)OCCO2 | 100*
C[C@@H]1CN([C@H](C)CO)C(=O)c2cc(-c3cccc(C(=O)N(C)C)c3)cnc2O[C@H]1CN(C)C(=O)Cc1ccccn1 | -15[25 µM]
CC(C)(C)NC(=O)c1c(F)c(F)c(F)c(F)c1F | 7
COc1ccc(C2=NN(C(=O)CSc3nc(=O)n4cccc(C)c4n3)C(c3ccc(C)cc3)C2)cc1 (configuration not stated) | 12
Cc1ccc(C(=O)Nc2nc(COc3ccccc3)cs2)s1 | -35
CN(C)CCCN(C(=O)COc1ccc(Cl)cc1)c1nc2cc3c(cc2s1)OCCO3 | -12
CO[C@@H](CN(C)C(=O)C1CCOCC1)[C@H](C)CN(C(=O)Nc1ccc(C(F)(F)F)cc1)[C@@H](C)CO | -6[25 µM]
O=C(Nc1nccs1)c1cc2c(s1)CCCCC2 | 92*
CC1CCc2nc(NC(=O)CN3CCN(Cc4ccc5c(c4)OCO5)CC3)sc2C1 (configuration not stated) | 17
Cc1nc(C)c(C(=O)OCC(=O)NCCc2ccc(F)cc2)s1 | 8
O=C(O)CC(O)C(=O)O (configuration not stated) | 22
CCOc1cc(C=NNC(=O)c2cccc(S(=O)(=O)N3CCCC3)c2)ccc1O | 14
COc1ccc(NC(=O)N(C)C[C@@H]2OCc3ccccc3-c3ccccc3C(=O)N([C@H](C)CO)C[C@@H]2C)c(OC)c1 | -6[25 µM]
O=C(C1CC1)N1[C@H](CO)[C@@H]2c3ccccc3N(S(=O)(=O)c3ccccc3)C[C@@H]21 | 1
Cc1cc(C)c(NC(=O)CNC(=O)COC(=O)Cc2cccs2)c(C)c1 | 10
CO[C@H]1CN(C)C(=O)c2ccc(NC(=O)C3CCC3)cc2OC[C@@H](C)N(C)C[C@@H]1C | -5
C[C@@H]1CN([C@H](C)CO)C(=O)c2ccccc2-c2ccccc2CO[C@@H]1CN(C)C(=O)c1ccncc1 | -7
O=C(Nc1cccc(S(=O)(=O)N2CCCC2)c1)[C@@H]1O[C@H](CO)[C@@H](O)[C@H]1O | 5
CC1CCc2[nH]c3ccc(C(=O)N4CCCC(C(F)(F)F)C4)cc3c2C1 (configuration not stated) | -5
CCCn1c2ccc(F)cc2c2nnc(NN)nc21 | 6
CN(C)C(=O)c1ccc(-c2cccc(-c3nc(C(=O)NC4CCC4)cc4c3[C@H](CCO)N([S@@](=O)C(C)(C)C)C4)c2)cc1 | 12
Clc1ccc(-c2nnc(COc3ncnc4sccc34)o2)cc1 | -30
CC1OC(OCC2OC(Oc3c(-c4ccc(O)c(O)c4)oc4cc(O)cc(O)c4c3=O)C(O)C(O)C2O)C(O)C(O)C1O (configuration not stated) | -6[25 µM]
CC(C)(C)C(=O)NC(=C(Cl)Cl)P(=O)(O)O | 5
Cc1ccc(-c2nnc(-c3ccc(NC(=O)c4ccco4)cc3)o2)cc1 | 5
COc1ccc(C(=O)COC(=O)c2cc(S(=O)(=O)N3CCCCC3)ccc2N2CCOCC2)c(OC)c1 | -8
CCCn1c(N)c(N2CCCCC2)c(=O)n(CC(=O)Nc2ccc(C(C)=O)cc2)c1=O | -5
O=C(NNC(=O)c1ccccc1[N+](=O)[O-])c1cccs1 | 8
O=S(=O)(c1cccc(-c2n[nH]c(=S)n2C2CCCC2)c1)N1CCOCC1 | -4
CO[C@@H](CN(C)C(=O)c1cnccn1)[C@H](C)CN([C@@H](C)CO)S(=O)(=O)c1ccccc1 | 6[25 µM]
COc1ccc2c3c([nH]c2c1)[C@@H](CO)N(Cc1ccccc1F)CC31CCN(C(=O)C2CC2)CC1 | 6[25 µM]
C[C@H](NC(=O)C[C@H]1CC[C@H]2[C@H](COc3ccc(NC(=O)C4CCOCC4)cc3C(=O)N2C)O1)c1ccccc1 | -1[25 µM]
CC(C)Oc1ccc(CCN=C(N)N=C(N)N)cc1Cl | 6
COc1ccccc1NC(=O)CNC(c1ccccc1)c1ccccc1 | 5
O=C(COC(=O)c1cc(=O)c2ccccc2o1)NCC1CCCCC1 | 26
CCOc1cc(C(=O)Nc2ccc(S(=O)(=O)NC3=NCCCCC3)cc2)cc(OCC)c1OCC | 15
O=C1c2ccccc2C(=O)N1/N=C/c1ccc(Oc2ccc([N+](=O)[O-])cn2)cc1 | ?
CCCC(=O)O[C@]1(C(=O)CO)CC[C@H]2[C@@H]3CCC4=CC(=O)CC[C@]4(C)[C@H]3[C@@H](O)C[C@@]21C | 26
CN(C)C(=O)c1ccc(-c2ccccc2[C@@H]2[C@@H](CO)N(C(=O)C3CCCC3)[C@H]2C#N)cc1 | 4
COc1ccc(C(c2sc3nc(C)nn3c2O)N2CCC3(CC2)OCCO3)cc1 (configuration not stated) | 13
COCc1ccc(C(=O)NC2CCCN(Cc3ccccc3F)C2)o1 (configuration not stated) | 8
CCOc1ccc(NC(=O)N(C2CCCCC2)C(C)c2ccncc2)cc1 (configuration not stated) | -4
COCc1cc(Sc2ccc(Cl)cc2)nc(C)n1 | 25

Further results follow:
structure | BL2 CD40 inh
COc1ccc2nc(-n3c(C)ccc3C)sc2c1 | -32
Cc1ccc(C(=O)N(C)CC(=O)Nc2cccc(F)c2)cc1S(=O)(=O)N1CCCCC1 | 13
Cn1c(=O)[nH]c(=O)c2c1nc(Sc1ccccc1)n2CCc1ccccc1 | 3
O=C(C[C@@H]1C[C@H]2c3cc(NC(=O)Cc4ccncc4)ccc3O[C@H]2[C@H](CO)O1)NCc1cc(F)ccc1F | 6[25 µM]
Cc1ccccc1-c1nc(-c2ccc(NC(=O)c3ccc4c(c3)OCO4)cc2)no1 | -10
O=C(O)Cn1cnc2scc(-c3cccs3)c2c1=O | 15
O=C(NC1CCS(=O)(=O)C1)c1cccc(Br)c1 (configuration not stated) | 0
CO[C@H]1CN(C)C(=O)c2cc(NC(=O)NC3CCCCC3)ccc2OC[C@H](C)N(C)C[C@@H]1C | 3
CC(=O)c1nn(-c2cccc(Br)c2)cc1C(=O)c1cccc2ccccc12 | 17
Cc1cccc(NC(=O)C2c3ccccc3Oc3ccccc32)n1 | -6
CCN(CC)C(=O)COc1ccc2oc(C)c(C(=O)OC(C)C)c2c1 | 4
COc1cccc(/C=C/C(=O)OCC(=O)NC2CCCCCCC2)c1 | 5
COc1ccccc1NC(=O)C(C)OC(=O)CCCN=C1NS(=O)(=O)c2ccccc21 (configuration not stated) | -2
O=C(C[C@@H]1CC[C@H]2[C@@H](COC[C@H](O)CN2Cc2nccs2)O1)NCc1ccccc1Cl | -3[25 µM]
C=Cn1cc[n+](CC(=O)c2ccc(C)cc2)c1 | 5

Assay outcomes deposited in PubChem BioAssay by Broad Institute.

Only part of the results is shown; count on the stated rates, not on these rows.
